Scp1 inh – Scp-1 phosphatase inhibitors, primary screen, biochemical, colorimetric, uHTS; actives 0.88% (n = 340,000); Recombinant Scp1, phosphopeptide, malachite green phosphate absorbance; Carboxy-terminal domain RNA polymerase II polypeptide A small phosphatase 1 (Homo …; inhibition, % at 20 µM; AID 493091, 2011;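 active means inhibition above about 50% at 20 µM, limit read from the data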;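 further: plate controls were DMSO wells with enzyme for no effect and wells lacking enzyme for full effect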
Target sequence (Q9GZU7 76-261 limits assumed): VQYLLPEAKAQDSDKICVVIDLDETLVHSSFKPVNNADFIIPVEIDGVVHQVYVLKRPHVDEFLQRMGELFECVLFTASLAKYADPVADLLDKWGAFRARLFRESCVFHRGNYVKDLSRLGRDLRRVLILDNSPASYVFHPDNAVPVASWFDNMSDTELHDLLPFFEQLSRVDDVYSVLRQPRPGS
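Material – SCP-1 phosphatase catalytic domain, residues 76-261 · Buffer or medium – Acidic Tris acetate buffer with magnesium and detergent · Also added – Phospho 17-mer peptide substrate · Compound – single 20 µM dose, 1% DMSO · Times – 45 min room-temperature reaction, 5 min colour, 30 min stabiliser · Technique – Phosphate-binding colour reagent, absorbance read at 630 nm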
SKN-1 inh – suppressors of acrylamide-induced Pgst-4::GFP reporter in worms, primary screen, SKN-1 inhibitor project, whole organism, uHTS, GFP/RFP fluorescence ratio, strain VP596 | C. elegans VP596 Pgst-4::GFP/RFP ratio, 24 h | inhibition, % at 21.8 µM | actives 0.49% (n = 360,000);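 active means interference check ratio from 0.5 to 1.5 plus GFP to RFP signal ratio inhibition reaching or exceeding a fixed threshold, cut at about 30% in these data, passing the limit was not always enough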; further: some compounds called inactive have numbers as strong as hits
NadD block – inhibitors of S. aureus NadD, primary screen, biochemical, colorimetric, uHTS; inhibition, % at 20 µM; actives 0.78% (n = 360,000); AID 602399, 2012; purified NadD enzyme, colorimetric absorbance read-out; in the data active means inhibition above about 26%; further: some compounds past the cut are filed as inactive
Tb MetRS inh – T. brucei MetRS inhibitors, primary screen, biochemical, luminescence; methionyl-tRNA synthetase (Trypanosoma brucei brucei); purified T. brucei MetRS, ATP depletion, Kinase-Glo luminescence; inhibition, % at 11.9 µM; actives 0.4% (n = 360,000);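 active means inhibition above a per-plate cutoff of the control wells' mean inhibition plus 3 SD, cut at about 5.5% in these data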;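 further: 0% = DMSO wells median and 100% = median of wells with control inhibitor compound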
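Dosing: 11.9 µM single point; system: parasite MetRS enzyme; technique: luminescence of leftover ATP; times: 15 min enzyme-compound preincubation, 2 h reaction, 10 min detection, 25 °C; replicates: each compound tested once; read-out basis: percent inhibition relative to median high and low control wells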
SUMO1 PPI mod – modulators of SUMO1 protein-protein interactions, primary screen, biochemical, uHTS | SUMO1 binding to a labelled peptide, TR-FRET, 1 h | inhibition, % at 20 µM | actives 0.33% (n = 360,000) | AID 602429, 2012; in the data active means inhibition above about 37%
STEP block – STEP phosphatase inhibitors, primary screen, biochemical, fluorescence intensity, uHTS | Tyrosine-protein phosphatase non-receptor type 5 (Homo sapiens), P54829 | inhibition, % at 20 µM | AID 588621, 2011 | actives 0.25% (n = 360,000) | recombinant STEP, OMFP fluorogenic substrate;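 active means inhibition at 20 µM, scaled per plate between control wells, above about 37%, limit read from the data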;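 further: 0% = DMSO with enzyme and substrate and 100% = substrate only without enzyme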
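medium = Bis-Tris buffer pH 6.0, 2.5 mM DTT, 0.005% Tween 20 | test system = STEP (striatal-enriched tyrosine phosphatase) enzyme, cell-free | measure = normalized % inhibition | compound dosing = 20 µM, 1% DMSO | also added = 25 µM OMFP | schedule = reaction 20 min, ambient temperature | measured by = fluorescence read at 480 nm ex / 540 nm em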
DNMT1 block – human DNMT1 methyltransferase inhibitors, primary screen, biochemical, molecular beacon, fluorescence, HinP1I cleavage, uHTS; DNA (cytosine-5)-methyltransferase 1 (Homo sapiens), P26358; inhibition (reported as % activation of signal), % at 10 µM; actives 0.83% (n = 360,000); in the data active means inhibition above about 50%
LMPTP block – LMPTP phosphatase inhibitors, primary screen, biochemical, fluorescence intensity, uHTS | Low molecular weight phosphotyrosine protein phosphatase (Homo sapiens), P24666 | recombinant LMPTP-A, OMFP fluorogenic substrate | inhibition, % at 20 µM | actives 0.22% (n = 360,000) | AID 651560, 2012;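 active means compounds that cut the enzyme signal by at least half of the control window in the single-dose screen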;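 further: plate controls were DMSO wells with enzyme plus substrate for no effect and substrate without enzyme for full effect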
Target sequence (P24666 whole entry, looked up): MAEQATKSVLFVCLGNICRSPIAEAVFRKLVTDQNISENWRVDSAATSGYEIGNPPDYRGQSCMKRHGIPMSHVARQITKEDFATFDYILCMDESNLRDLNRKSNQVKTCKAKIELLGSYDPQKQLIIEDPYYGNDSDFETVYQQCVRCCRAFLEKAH
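material = LMPTP-A | quantity = 0.625 nM enzyme | reagent = OMFP substrate, 400 µM final | buffer or medium = Bis-Tris pH 6.0, DTT, detergent | detection = endpoint fluorescence intensity from OMFP dephosphorylation | dosing = single 20 µM dose | read-out basis = % inhibition relative to no-enzyme and uninhibited control wells | control set = no-enzyme and uninhibited controls | timing = 50 min at room temperature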
Neddyl block – inhibitors of cullin neddylation, primary screen, biochemical, TR-FRET, uHTS, NAE and Ubc12. NEDD8-conjugating enzyme Ubc12 (Homo sapiens) + NEDD8-activating enzyme E1 regulatory …. calls only at 25 µM. actives 0.58% (n = 360,000). AID 651699, 2012; in the data active means inhibition above about 36%
Target sequence (P61081 whole entry, looked up): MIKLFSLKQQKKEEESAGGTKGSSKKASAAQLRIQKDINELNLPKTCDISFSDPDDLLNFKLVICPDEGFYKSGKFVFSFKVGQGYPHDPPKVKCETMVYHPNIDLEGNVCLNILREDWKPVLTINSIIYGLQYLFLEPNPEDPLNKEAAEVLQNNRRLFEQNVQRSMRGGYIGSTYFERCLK
Target sequence (Q13564 whole entry, looked up): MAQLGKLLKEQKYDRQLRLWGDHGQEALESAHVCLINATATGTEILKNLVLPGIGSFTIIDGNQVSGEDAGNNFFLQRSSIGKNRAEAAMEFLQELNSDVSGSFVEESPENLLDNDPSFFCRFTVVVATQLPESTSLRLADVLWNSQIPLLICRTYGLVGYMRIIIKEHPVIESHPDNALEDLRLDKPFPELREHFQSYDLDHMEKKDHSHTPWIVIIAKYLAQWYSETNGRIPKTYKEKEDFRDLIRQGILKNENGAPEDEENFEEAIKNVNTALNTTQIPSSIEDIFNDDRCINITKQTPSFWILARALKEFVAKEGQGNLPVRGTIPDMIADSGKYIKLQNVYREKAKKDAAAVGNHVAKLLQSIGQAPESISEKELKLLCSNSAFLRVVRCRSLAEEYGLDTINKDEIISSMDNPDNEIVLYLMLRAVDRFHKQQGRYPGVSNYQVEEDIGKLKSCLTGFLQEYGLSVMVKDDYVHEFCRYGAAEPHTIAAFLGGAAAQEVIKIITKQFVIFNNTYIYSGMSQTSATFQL
NRP1-CendR mod – modulators of CendR peptide binding to NRP-1, primary screen, biochemical, fluorescence polarization, uHTS. Neuropilin-1 (Homo sapiens), O14786. FAM-RPARPAR peptide binding to NRP-1. actives 0.85% (n = 360,000). AID 602438, 2012. inhibition, % at 25 µM;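 active means inhibition or corrected inhibition above about 18%, plus a signal ratio from 0.5 to 1.5, limit read from the data, passing the limit was not always enough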; further: strong numbers were not always called active
An asterisk follows results filed as active; i = inactive; nt = no result given. Random draw from the library, and some 4.6% of all compounds hit somewhere here.

SMILES	Scp1 inh	SKN-1 inh	NadD block	Tb MetRS inh	SUMO1 PPI mod	STEP block	DNMT1 block	LMPTP block	Neddyl block	NRP1-CendR mod
CCN(CC)CCNS(=O)(=O)c1ccc(C(=O)NN)cc1	-6	7	-3	-0.5	5	0	1	-2.1	i	9
CCN(C(=O)CCc1nc(-c2ccccc2F)no1)c1cc(OC)ccc1OC	-11	4	-10	-1.9	2	0	-8	-0.2	i	0
CCN1CCc2c(OCC(=O)Nc3ccccc3)cccc2C1=O	-5	3	0	-0.3	-1	2	2	-0.1	i	-3
Cn1cc(/C=C2\SC(=O)NC2=S)c2ccccc21	8	11	11	-0.1	-32	5	-12	12	i	-1
CCOc1ccc(CNC(=O)Cn2nc(C)n3nc(-c4ccccc4)cc3c2=O)cc1	-7	20	16	0.3	1	-2	45	0.0	i	-10
COc1ccc(S(=O)(=O)N(C)C[C@H]2Oc3ccc(NC(=O)Cn4cnnn4)cc3C(=O)N([C@H](C)CO)C[C@@H]2C)cc1	-8	5	5	0.4	5	-2	2	-1.2	i	-8
CCC1=C([N+](=O)[O-])C(c2ccc3c(c2)OCO3)NC(=O)N1 (centres undefined)	-6	-12	-5	-0.9	-12	0	1	-0.6	i	-3
CC1=CC(c2ccc(Cl)cc2)n2nc(NC(=O)c3ccccc3)nc2N1 (centres undefined)	-5	4	9	0.0	2	1	-2	2.4	i	9
O=C(N/N=C/c1ccc(F)cc1)c1ccncc1	-5	-19	-2	-0.5	-5	-3	-2	-1.3	i	1
Cc1nnc(SCC(=O)NCc2ccco2)[nH]c1=O	18	-12	-5	-0.6	9	2	20	-1.3	i	-12
CCCc1nnc(NS(=O)(=O)c2ccc(C)cc2)o1	1	4	3	-0.1	3	0	1	-1.1	i	9
CCOc1ccc(NC(=O)C(C)N2C(=O)c3ccccc3C2=O)cc1 (centres undefined)	-5	0	-9	-1.1	-1	-1	0	-2.5	i	12
O=C(Cn1nnc(-c2ccccc2F)n1)Nc1ccc2c(c1)OCO2	-12	13	-3	-0.2	-4	-3	-1	-0.6	i	4
COc1ccc(OCC(=O)NC2CCCc3ccccc32)cc1 (centres undefined)	4	-2	2	-0.9	-2	-1	1	-0.9	i	10
N#CC1(NC(=O)COc2cccnc2[N+](=O)[O-])CCCCC1	0	-4	-2	-0.8	-16	0	7	2.1	i	15
COC(=O)[C@H]1[C@H]2C[C@@H]3c4[nH]c5cc(OC)ccc5c4CCN3C[C@H]2C[C@@H](OC(=O)c2cc(OC)c(OC)c(OC)c2)[C@@H]1OC	-6	6	9	0.1	1	-2	-19	1.3	i	-54
CC(C)CCN(Cc1ccco1)S(=O)(=O)c1ccc(-c2ccc(=O)[nH]n2)s1	-6	20	-6	0.2	-8	3	-1	1.5	i	-2
CCN1CCN(Cc2nnc(-c3ccc(C)cc3)o2)CC1	5	16	-7	-1.1	2	-3	-1	-0.4	i	7
CCOc1ccc(NC(=O)CN(C)C(=O)c2ccc3c(c2)S(=O)(=O)N=C2CCCCCN23)cc1OCC	-10	-15	4	-0.3	-5	1	-3	-6.9	i	-4
O=C(NC(=O)c1ccccc1O)c1ccc2c(c1)CCO2	-4	0	-1	-1.0	8	4	1	1.2	i	-2
CC(n1cnnn1)C12CC3CC(CC(C3)C1)C2 (centres undefined)	2	5	4	-0.7	-2	-12	0	-1.1	i	9
CCOC(=O)C1CCCN(S(=O)(=O)NC[C@H]2O[C@@H](n3cnc4c(N)ncnc43)[C@H](O)[C@@H]2O)C1 (some centres undefined)	-12	5	1	-1.1	2	-2	0	-0.5	i	-6
O=C(c1cc(Cl)nc2ccccc12)N1CCN(S(=O)(=O)c2cccc(F)c2)CC1	-2	4	-9	-0.5	-4	0	-1	-0.1	i	-6
Cc1ccc(C(=O)N2N=C(CC(C)C)CC2(O)C(F)(F)F)o1 (centres undefined)	-10	4	-3	-0.8	0	-1	5	0.2	i	-24
Cc1cccc(/N=C/c2c(O)c3ccccc3oc2=O)n1	6	-12	2	-0.1	6	1	3	0.7	i	1

Four compounds drawn at random from the list so far:
SMILES	Scp1 inh	SKN-1 inh	NadD block	Tb MetRS inh	SUMO1 PPI mod	STEP block	DNMT1 block	LMPTP block	Neddyl block	NRP1-CendR mod
O=C(N/N=C/c1ccc(F)cc1)c1ccncc1	-5	-19	-2	-0.5	-5	-3	-2	-1.3	i	1
O=C(NC(=O)c1ccccc1O)c1ccc2c(c1)CCO2	-4	0	-1	-1.0	8	4	1	1.2	i	-2
CCOc1ccc(NC(=O)C(C)N2C(=O)c3ccccc3C2=O)cc1 (centres undefined)	-5	0	-9	-1.1	-1	-1	0	-2.5	i	12
Cc1cccc(/N=C/c2c(O)c3ccccc3oc2=O)n1	6	-12	2	-0.1	6	1	3	0.7	i	1

Back to the main list; the four compounds before the break are reprinted first.
SMILES	Scp1 inh	SKN-1 inh	NadD block	Tb MetRS inh	SUMO1 PPI mod	STEP block	DNMT1 block	LMPTP block	Neddyl block	NRP1-CendR mod
CCOC(=O)C1CCCN(S(=O)(=O)NC[C@H]2O[C@@H](n3cnc4c(N)ncnc43)[C@H](O)[C@@H]2O)C1 (some centres undefined)	-12	5	1	-1.1	2	-2	0	-0.5	i	-6
O=C(c1cc(Cl)nc2ccccc12)N1CCN(S(=O)(=O)c2cccc(F)c2)CC1	-2	4	-9	-0.5	-4	0	-1	-0.1	i	-6
Cc1ccc(C(=O)N2N=C(CC(C)C)CC2(O)C(F)(F)F)o1 (centres undefined)	-10	4	-3	-0.8	0	-1	5	0.2	i	-24
Cc1cccc(/N=C/c2c(O)c3ccccc3oc2=O)n1	6	-12	2	-0.1	6	1	3	0.7	i	1
C=CC[C@H](CC(=O)NCCO)C(=O)N[C@H](COC(=O)[C@@H](CC=C)Cc1ccc(F)cc1)Cc1ccccc1	0	-8	-8	-0.6	3	-1	3	1.9	i	-12
Cn1c(=O)c2c(ncn2CC(=O)OCC(=O)c2ccc(OC(F)F)cc2OC(F)F)n(C)c1=O	nt	28	1	-0.2	4	0	0	0.2	i	-8
Cc1c(O)ccc(C(=O)CN2CCN(Cc3ccccc3)CC2)c1O	-7	0	-2	-0.1	6	-3	-2	-4.9	i	2
c1ccc(COc2ccc(OCCn3cncn3)cc2)cc1	-4	15	2	-0.2	1	1	-4	0.5	i	-12
CCCc1nn(C)c2c(=O)[nH]c(-c3cc(S(=O)(=O)N4CCN(C)CC4)ccc3OCC)nc12	-9	-8	-4	-0.4	5	2	-1	-2.8	i	-5
Cc1c(C(=O)N2CC(C(=O)N3CCCCC3)Oc3ccccc32)oc2ccccc12 (centres undefined)	-6	2	-7	0.0	1	0	3	0.5	i	1
O=C1C2CCCN2C(=O)N1CCN1CCN(c2cccc(C(F)(F)F)c2)CC1 (centres undefined)	3	-4	-7	-0.5	1	2	1	-2.6	i	13
CCC(C)c1ccc(NC(=O)COC(=O)c2nc3nccc(C)n3n2)cc1 (centres undefined)	-13	0	-5	-0.6	0	1	1	-0.5	i	-18
COc1ccc(OCC(=O)NNC(=O)C(=O)Nc2cc(OC)ccc2OC)cc1	-6	11	-3	-0.5	5	-3	3	-1.6	i	4
O=C(Nc1ccc(Cl)cc1)C1Cc2c(-c3ccc4c(c3)OCO4)ccnc2O1 (centres undefined)	nt	20	4	3.1	7	0	-3	1.9	i	14
CC(C)N(Cc1nc2ccccc2c(=O)[nH]1)C(=O)c1ccc(NC(=O)CSc2nnnn2C)cc1	-6	7	3	0.0	3	-3	3	-0.7	i	9
CCOC(=O)c1ccc(NC(=O)c2nc[nH]c2C(=O)N(CC)CC)cc1	18	12	2	0.0	5	1	-1	-0.4	i	2
COc1ccc(Cl)cc1NC(=O)Nc1ccccc1SC	-6	2	-1	0.2	0	-3	-1	1.6	i	7
O=C(CN1CCc2ccccc2C1)NCC(=O)Nc1ccc(F)cc1	-7	-1	-6	1.2	3	-2	-2	-0.7	i	-7
Cc1ccc2[nH]cc(CCNC(=O)C3CCCCC3)c2c1	-4	9	-1	-0.6	1	1	-3	0.8	i	4
O=C(O)CNC(=S)N(Cc1ccccc1)Cc1cccnc1	-2	-17	-2	-0.4	-2	-1	7	-0.7	i	9
CCC(c1nnc(SCC(=O)NCC2CCCO2)n1Cc1ccccc1)N(C)C (centres undefined)	-2	-20	-7	0.1	-2	0	-1	-2.9	i	-10
COc1cc(NC(=O)c2ccc3c(c2)OCCO3)ccc1NC(=O)c1cccs1	-16	-1	-12	-1.0	8	-2	-3	0.6	i	-1
NC(=O)NCc1ccccc1F	-8	-12	-1	-0.4	-1	0	3	0.1	i	15
COC(=O)c1sccc1OCc1cccc(OC)c1	-5	1	-10	-1.6	-4	0	2	0.4	i	-1
CC(=O)Nc1ccc2nc(NC(=O)COc3ccccc3Cl)sc2c1	-6	-4	1	0.6	10	-4	-3	1.2	i	7
CCn1c(SCC(=O)Nc2cccc(C)n2)nc2c1c(=O)n(C)c(=O)n2C	-1	-3	0	-0.6	1	0	2	-1.3	i	-6
C[C@H](NCc1c[nH]c2ccccc12)c1ccccc1	-8	0	-3	-0.6	1	1	0	2.0	i	9

Ordered by molecular weight (lowest first): part of the list above
SMILES	Scp1 inh	SKN-1 inh	NadD block	Tb MetRS inh	SUMO1 PPI mod	STEP block	DNMT1 block	LMPTP block	Neddyl block	NRP1-CendR mod
C[C@H](NCc1c[nH]c2ccccc12)c1ccccc1	-8	0	-3	-0.6	1	1	0	2.0	i	9
COc1ccc(Cl)cc1NC(=O)Nc1ccccc1SC	-6	2	-1	0.2	0	-3	-1	1.6	i	7
C=CC[C@H](CC(=O)NCCO)C(=O)N[C@H](COC(=O)[C@@H](CC=C)Cc1ccc(F)cc1)Cc1ccccc1	0	-8	-8	-0.6	3	-1	3	1.9	i	-12
